PTEN del growth: growth suppression of PTEN-null HCT116, primary screen, cell-based, CellTiter-Glo. viability, % at 10 µM. HCT116 PTEN-null viability, 60 h; active compounds read low. AID 827, 2007. 1.2% of 140,000 active;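 active means viability at or below a set limit, 4 SD under the median of all tested compounds, cut at about 3.7% in these data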;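 further: PTEN knockout HCT116 line with beta catenin targeted HCT116 as companion control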
GALR2 antag: GALR2 antagonists in receptor-expressing cells, primary screen; antagonist mode; 0.39% of 140,000 active; inhibition, % at 4 µM; in the data active means inhibition above about 27%;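 further: cells stimulated with galanin 1-16 at roughly its EC80; 0% = agonist challenge control and 100% = basal control without agonist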
Target sequence (O43603 whole entry, looked up): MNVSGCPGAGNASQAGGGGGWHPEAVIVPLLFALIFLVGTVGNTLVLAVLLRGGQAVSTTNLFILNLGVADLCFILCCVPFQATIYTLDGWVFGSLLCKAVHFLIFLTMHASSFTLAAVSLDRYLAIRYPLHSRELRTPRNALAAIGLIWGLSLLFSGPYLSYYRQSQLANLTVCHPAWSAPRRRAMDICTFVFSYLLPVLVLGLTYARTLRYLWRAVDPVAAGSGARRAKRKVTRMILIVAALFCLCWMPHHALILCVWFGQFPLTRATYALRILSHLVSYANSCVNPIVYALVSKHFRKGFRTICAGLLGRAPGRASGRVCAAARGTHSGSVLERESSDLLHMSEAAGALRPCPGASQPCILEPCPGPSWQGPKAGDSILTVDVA
NPY-Y2 antag: NPY-Y2 receptor antagonists, primary screen, cell-based; 0.99% of 140,000 active; inhibition, % at 2.7 µM; NPY-Y2 expressing cells, antagonist mode; AID 793, 2007; Neuropeptide Y receptor type 2 (Homo sapiens), P49146; in the data active means inhibition above about 17%;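 further: 0% = vehicle with agonist challenge and 100% = reference antagonist with challenge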
Target sequence (P49146 whole entry, looked up): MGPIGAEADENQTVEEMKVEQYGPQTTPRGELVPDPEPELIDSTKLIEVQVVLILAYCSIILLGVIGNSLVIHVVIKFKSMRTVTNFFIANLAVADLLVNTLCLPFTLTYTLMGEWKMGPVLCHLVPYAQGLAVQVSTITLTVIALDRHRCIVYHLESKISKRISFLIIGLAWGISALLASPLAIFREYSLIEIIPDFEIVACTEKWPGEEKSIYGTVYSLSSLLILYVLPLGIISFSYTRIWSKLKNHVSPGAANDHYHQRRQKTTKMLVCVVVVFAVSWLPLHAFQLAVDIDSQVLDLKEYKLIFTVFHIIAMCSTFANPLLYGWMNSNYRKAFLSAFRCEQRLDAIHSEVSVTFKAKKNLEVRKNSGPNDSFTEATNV
Yeast growth inh: growth inhibitors of yeast BB579 in restrictive medium, primary screen, yeast lifespan-shortening project, S. cerevisiae | AID 804, 2007 | 0.51% of 140,000 active | OD615, 48 h | inhibition, % at 10 µM;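 active means inhibition above a set limit, 3 SD over the mean compound inhibition, cut at about 44% in these data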; further: inactives centre near -24
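System: DeaD yeast strain BB579; buffer or medium: CSMM-D dextrose restrictive medium; technique: OD at 615 nm; schedule: 4 h cell preincubation, 48 h compound exposure, 30 °C humidified; doses: single 10 µM dose; controls: amphotericin B 10 µg/mL, positive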
MRP1 act: H69AR viability gain despite doxorubicin, primary screen, MRP-1 activator project, H69AR cells, CellTiter-Glo. viability increase, % at 10 µM. viability rescue. AID 799, 2007. 0.61% of 140,000 active;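 active means viability gain under doxorubicin at or above a set limit, the compound median plus 3 SD, cut at about 4.7% in these data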;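 further: MRP-1 overexpressing cells given doxorubicin 25 µM after compound pretreatment; 18-22 h compound pretreatment then 72 h with doxorubicin before readout; 0% = doxorubicin-only wells and 100% = vehicle-treated cells without doxorubicin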
Phagocytosis inh: inhibitors of macrophage phagocytosis, primary screen, imaging, J774A.1 cells, IgG beads; J774A.1 macrophage IgG-bead phagocytosis; inhibition, % at 5 µM; 0.07% of 110,000 active;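 active means inhibition above the mean of the plate negative controls plus 5 SD, cut at about 13% in these data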;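 further: phagocytic index as fraction of beads internalized from green versus red external bead signal; plate controls were DMSO negative control for no effect and cytochalasin-D positive control for full effect; some results beyond the cut were filed as inactive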
bCat KO growth: primary screen for growth suppressors in beta-catenin knockout HCT116 cells (colon tumor, human); HCT116 beta-catenin knockout viability, CellTiter-Glo, 60 h; active compounds read low; viability, % at 10 µM; 1.5% of 140,000 active; AID 818, 2007;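 active means viability at or under a set limit, the compound median less 4 SD, cut at about 6% in these data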;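 further: 0% = Hyamine 1622 control at 20 µM and 100% = untreated cell control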
Yeast lifespan up: compounds extending yeast replicative lifespan, primary screen, S. cerevisiae, OD615. S. cerevisiae growth with nicotinamide; deaD strain in restrictive glucose medium. 0.68% of 130,000 active. inhibition of the nicotinamide effect, % at 10 µM. AID 775, 2007;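 active means inhibition above a set limit, placed 3 SD over the median of all compounds, cut at about 26% in these data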;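 further: 0% = nicotinamide-treated wells and 100% = cells grown without nicotinamide; some compounds called inactive have numbers as strong as hits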
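Measured by: optical density (absorbance) at 615 nm; System: modified budding yeast, DeaD strain; Medium: restrictive CSMM-D dextrose medium; Timing: 4 h preincubation then 48 h treatment at 30 °C.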
E-sel TNF inh: E-selectin induction blockers in HUVEC – imaging, immunofluorescence, high content, primary screen; HUVEC TNFa-induced E-selectin immunofluorescence; 0.71% of 120,000 active; inhibition, % at 2 µM;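 active means inhibition above the batch mean plus 3 SD, and confirmed as a hit on visual image review, cut at about 43% in these data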;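 further: 0% = TNF-stimulated DMSO wells and 100% = unstimulated control wells; not every result past the cut was called active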
Measles CPE: compounds protecting cells from measles virus cytopathic effect, primary screen, measles RdRp inhibitor project, single point, MLSMR library, absorbance; Measles virus-infected cells, CPE protection; 1.5% of 140,000 active; protection (pct of control), % at 4 µM; in the data active means protection mostly above about 24%, no sharp cut-off; inactive means mostly below about 26%; further: some compounds called inactive have numbers as strong as hits
* hit, by the source's call; . = no result given. An unsorted share of the library (roughly 6.3% active in at least one column).

item	canonical_smiles	PTEN del growth	GALR2 antag	NPY-Y2 antag	Yeast growth inh	MRP1 act
1	COC(=O)Cn1nc(-c2ccccc2)c2cc(Cl)ccc21	95	2	5	26	-0.5
2	COc1cccc(-c2ccc(-c3noc(-c4cccs4)n3)c(OC)n2)c1	90	-8	1	-31	1.2
3	CC(=O)N1c2c(cc(Br)cc2S(=O)(=O)N2CCOCC2)CC1C (stereo not given)	86	15	3	1	-4.2
4	CSC1=NCCN1C(=O)Cc1ccc(F)cc1	90	5	1	6	-0.1
5	CCOC(=O)c1cn2nc(-c3ccc(OCC)cc3)cc2nc1C1CCN(C(=O)OC(C)(C)C)CC1	83	-8	-1	-34	-0.8
6	COc1cc(C(=O)OCC(=O)Nc2cc(-c3cc(C)c(C)cc3C)nn2-c2ccccc2)cc(OC)c1OC	65	-3	-3	-40	-2.3
7	Nc1c(C(=O)NC2CCCC2)c2nc3ccccc3nc2n1N	89	-8	-3	-15	-4.8
8	O=c1c(O)c(-c2ccc3c(c2)OCO3)oc2ccccc12	7	3	2	-12	-5.5
9	Cc1ccc(C(=O)CSc2nc3ccccc3c(=O)[nH]2)cc1	103	-15	8	-44	-0.5
10	O=C(CN1CCC(NC(=O)c2ccccc2F)CC1)NCc1ccc(F)cc1	87	-3	0	-1	-6.5
11	O=C(O)CCCCCCNS(=O)(=O)c1ccccc1	93	5	-1	-11	-0.3
12	COc1cccc(S(=O)(=O)NCc2ccc(C(=O)Nc3ccc(Cl)cc3)cc2)c1	74	0	2	-12	0.9
13	CCOC(=O)c1cnn(-c2nc(SC)nc3sc4c(c23)CCCC4)c1N	64	-24	14	-52	-3.5
14	CN1CCN(CCNC(=O)Nc2ccccc2C(F)(F)F)CC1	104	-5	1	-35	-0.3
15	Cc1cc(C)c2c(N)c(S(=O)(=O)Cc3ccccc3)sc2n1	103	-7	1	3	-0.6

item	Phagocytosis inh	bCat KO growth	Yeast lifespan up	E-sel TNF inh	Measles CPE
1	-1	104	-11	2	4
2	-1	96	4	2	16
3	1	98	-18	.	31
4	3	105	-6	-13	29
5	.	72	-6	5	12
6	-15	67	7	-11	11
7	-1	89	-6	.	30
8	-1	17	-22	4	31
9	0	94	-6	11	4
10	1	91	-4	8	9
11	1	80	2	11	20
12	-3	75	-6	-3	4
13	-2	74	-6	5	14
14	-1	96	2	.	39
15	0	94	-14	-15	4

item	canonical_smiles	PTEN del growth	GALR2 antag	NPY-Y2 antag	Yeast growth inh	MRP1 act
16	CCCCCCNS(=O)(=O)c1ccc(NC(=O)C2CCCO2)cc1 (stereo not given)	82	10	31*	-57	-1.8
17	Cn1nc(-c2ccccc2)c2nc3ccccc3nc21	81	20	1	-31	-4.4
18	CCSC(C)CC1C/C(=N/O)c2c(C)noc2C1 (stereo not given)	108	-9	5	16	2.7
19	Cc1ccc(N(CCCCN2C(=O)c3ccccc3C2=O)C(=O)c2ccc(Cl)s2)cc1	100	0	5	-5	4.2
20	CN(C)S(=O)(=O)c1cccc(-c2nnc(SCc3cc(Cl)cc4c3OCOC4)n2N)c1	88	-4	7	-4	-3.4
21	CCOC(=O)CN1C(=O)C2(OCCCO2)c2ccccc21	110	6	0	-41	-1.4
22	CCCN(CCC)CCCNC(=O)CS(=O)Cc1nc(-c2ccc(OC)c(OC)c2)oc1C (stereo not given)	98	-3	2	5	-1.1
23	N=c1c(C(=O)NCc2ccco2)cc2c(=O)n3ccccc3nc2n1Cc1ccc(Cl)cc1	11	-23	25*	-58	-4.8
24	COc1ccccc1NC(=S)NNC(=O)c1nn(C)c(C)c1Cl	113	-9	4	-11	0.1
25	CCOC(=O)C1CCCN(C(=O)/C=C/c2ccc([N+](=O)[O-])cc2)C1 (stereo not given)	91	-13	0	2	-0.4
26	Cc1ccc(-c2nn(-c3ccccc3)cc2/C=N/NC(=O)CSc2nnc(C)n2-c2ccccc2)cc1	3.4*	-4	1	-54	-6.2
27	CCOC(=O)c1ccc(NC(=O)COc2ccc(S(=O)(=O)NC(C)CC)cc2)cc1 (stereo not given)	72	11	0	-34	-3.7
28	O=C(Cn1nnc(-c2ccccc2F)n1)Nc1ccc(C(=O)N2CCOCC2)cc1	89	-1	2	-29	-1.2
29	CCOc1ccc(NC(=O)CS(=O)CC(=O)NC2CCCc3ccccc32)cc1 (stereo not given)	95	3	3	-64	-1.0
30	c1ccc(C2c3c(ccc4ccccc34)Oc3ncn4nc(-c5ccco5)nc4c32)cc1 (stereo not given)	67	-2	2	-19	-3.5

item	Phagocytosis inh	bCat KO growth	Yeast lifespan up	E-sel TNF inh	Measles CPE
16	-2	79	5	4	22
17	-1	82	-2	.	15
18	0	105	-3	.	10
19	-7	97	1	.	10
20	0	81	-6	-13	22
21	5	91	-7	-8	4
22	.	93	-7	.	3
23	.	13	-23	-10	6
24	-1	114	-4	10	6
25	-9	86	1	-2	11
26	1	3.6*	-9	-52	3
27	.	63	-2	3	16
28	0	106	-5	-2	11
29	0	87	-2	31	17
30	-7	69	-1	.	16

Looked up one by one from the list above:
item	canonical_smiles	PTEN del growth	GALR2 antag	NPY-Y2 antag	Yeast growth inh	MRP1 act
20	CN(C)S(=O)(=O)c1cccc(-c2nnc(SCc3cc(Cl)cc4c3OCOC4)n2N)c1	88	-4	7	-4	-3.4
9	Cc1ccc(C(=O)CSc2nc3ccccc3c(=O)[nH]2)cc1	103	-15	8	-44	-0.5
1	COC(=O)Cn1nc(-c2ccccc2)c2cc(Cl)ccc21	95	2	5	26	-0.5
30	c1ccc(C2c3c(ccc4ccccc34)Oc3ncn4nc(-c5ccco5)nc4c32)cc1 (stereo not given)	67	-2	2	-19	-3.5
27	CCOC(=O)c1ccc(NC(=O)COc2ccc(S(=O)(=O)NC(C)CC)cc2)cc1 (stereo not given)	72	11	0	-34	-3.7
6	COc1cc(C(=O)OCC(=O)Nc2cc(-c3cc(C)c(C)cc3C)nn2-c2ccccc2)cc(OC)c1OC	65	-3	-3	-40	-2.3

item	Phagocytosis inh	bCat KO growth	Yeast lifespan up	E-sel TNF inh	Measles CPE
20	0	81	-6	-13	22
9	0	94	-6	11	4
1	-1	104	-11	2	4
30	-7	69	-1	.	16
27	.	63	-2	3	16
6	-15	67	7	-11	11

The list goes on:
item	canonical_smiles	PTEN del growth	GALR2 antag	NPY-Y2 antag	Yeast growth inh	MRP1 act
31	CCn1nc(C(=O)N[C@@H](CCSC)c2nc3ccccc3[nH]2)c2ccccc2c1=O	87	9	3	-53	-1.6
32	CCCCC(=O)NC(Nc1ccc(C)cn1)(C(=O)OCC)C(F)(F)F (stereo not given)	84	13	2	-25	-0.1
33	COc1ccc(C(c2nnnn2C2CCCCC2)N2CCN(c3ccccc3F)CC2)cc1 (stereo not given)	60	-14	14	-18	-2.5
34	Cc1ccc(CN(C(=O)c2cc3ccccc3oc2=O)C2CCS(=O)(=O)C2)cc1 (stereo not given)	99	3	2	-28	0.1
35	COc1ccccc1NC(=O)CN1CCN(Cc2ccccc2)CC1	101	-5	3	-84	-1.6
36	CC(=O)Nc1ccc(S(=O)(=O)Nc2nc3ccccc3nc2Sc2nncn2C)cc1	95	4	1	-11	-1.4
37	Cc1ccc(NC(=O)CN2CCc3ccccc3C2)cc1S(=O)(=O)N1CCOCC1	81	4	-2	-3	-0.1
38	Cc1cc(S(=O)(=O)N2CCCC2C(=O)N2CCOCC2)c(C)cc1Cl (stereo not given)	97	-1	0	-33	-0.7
39	COc1ccccc1-n1c(SCC(=O)N2CCc3ccccc32)nc2c(c1=O)SCC2	77	3	6	-18	-5.1
40	CC(=O)C1=C(C)NC(C)=C(C(C)=O)C1c1cn(-c2ccccc2)nc1-c1cccs1	79	-6	0	-7	-0.8
41	CC(=O)Nc1ccc(S(=O)(=O)NCCc2csc(C)n2)cc1	94	-22	2	-24	-3.7
42	C=CCSc1nnc2c(n1)[nH]c1c(C)cccc12	48	-11	-1	-35	-1.7
43	Cc1cc(C)nc(N(C#N)Cc2cccc3ccccc23)n1	93	-15	11	-35	-2.2
44	Cc1ccccc1Nc1nnc(C)c(=O)[nH]1	98	5	0	-38	-0.9
45	Cc1ccc(Nc2nc(Nc3ccc(C)cc3)nc(SC3=NCCS3)n2)cc1	3.5*	-10	3	-53	-0.5

item	Phagocytosis inh	bCat KO growth	Yeast lifespan up	E-sel TNF inh	Measles CPE
31	0	100	-11	3	4
32	-1	90	-1	26	19
33	2	61	4	8	1
34	-4	100	-21	-8	14
35	.	93	-7	15	26
36	2	111	-17	.	-1
37	-3	82	6	.	13
38	0	93	-3	11	18
39	1	84	-11	.	7
40	.	78	.	-7	15
41	.	100	.	-4	18
42	0	56	-11	.	5
43	.	96	-11	10	7
44	0	98	-11	-33	18
45	0	4.2*	0	0	16

Sorted by the number under Yeast lifespan up (highest first): three from the list above.
No. | compound | Yeast lifespan up
37 | Cc1ccc(NC(=O)CN2CCc3ccccc3C2)cc1S(=O)(=O)N1CCOCC1 | 6
42 | C=CCSc1nnc2c(n1)[nH]c1c(C)cccc12 | -11
36 | CC(=O)Nc1ccc(S(=O)(=O)Nc2nc3ccccc3nc2Sc2nncn2C)cc1 | -17

Next records follow.
item	canonical_smiles	PTEN del growth	GALR2 antag	NPY-Y2 antag	Yeast growth inh	MRP1 act
46	O=C(c1cc2ccccc2oc1=O)N(Cc1ccccc1)C1CCS(=O)(=O)C1 (stereo not given)	93	7	1	-51	-2.0
47	O=c1[nH]c(CN2CCN(c3ccccc3O)CC2)nc2ccccc12	87	6	2	-49	-1.6
48	Cc1nn(CCC(=O)NNC(=S)Nc2ccccc2)c(C)c1Br	94	4	2	-14	-2.0
49	COc1ccc(OCC(=O)Nc2cccc3cccnc23)cc1	97	2	48*	-62	-3.3
50	O=C(/C=C/c1cccc([N+](=O)[O-])c1)Nc1ccc(NC(=O)c2cccs2)cc1	51	13	0	-33	-4.7
51	COC(=O)c1cc(O)c(O)c(O)c1	95	3	-3	-44	-2.9
52	CCNc1cc(N2CCCC2)ccc1[N+](=O)[O-]	91	-5	2	-29	0.2
53	Cc1ccc(S(=O)(=O)CC(N)=O)cc1	113	9	3	-71	-0.9
54	CC[N+](C)(C)c1cccc(O)c1	93	4	1	-26	-1.0
55	COC(=O)/C(NC(C)=O)=C(\C)c1ccc(Cl)cc1	101	-8	3	-2	-0.6

item	Phagocytosis inh	bCat KO growth	Yeast lifespan up	E-sel TNF inh	Measles CPE
46	.	92	-8	-2	10
47	-1	87	-11	5	5
48	-2	91	-1	.	12
49	0	98	-11	.	10
50	-8	56	-3	18	5
51	.	97	4	.	5
52	-5	89	-5	-6	4
53	0	104	-2	23	5
54	.	95	3	.	8
55	.	94	.	3	5
